# mHTT CaM bind = mHTT-calmodulin interaction abrogation; P42858; AlphaScreen His-mHTT/GST-CaM binding, luminescence; inhibition, % at 15 µM; 190,000 compounds, 3.6% hits;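 note: 0% = both proteins with DMSO and 100% = one protein alone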
# Pf apPOL block = Pf-apPOL DNA polymerase inhibition; Recombinant Pf-apPOL, molecular beacon fluorescence, 1.5 h; inhibition, % at 10 µM; AID 1794808; 210,000 compounds, 0.25% hits
# * marks the source's active call; other numbers are inactive results; . = not tested or not shown; & = joins results of further samples. Cut-off read from the data, not from the text of the source: active = inhibition above about 50%; inactive = the rest. Only part of the results is shown (hit frequency here may not be typical).
molecule	mHTT CaM bind	Pf apPOL block
O=C(CCCN1CCOCC1)c1ccc2c(c1)OCCO2	1	-3
CCOC(=O)C[C@H]1c2ccc(C(F)(F)F)cc2S(=O)(=O)N1c1ccccc1	-14	4
Cc1ccc(C(=O)N2CCC(CCNS(=O)(=O)c3ccc(C)c(C)c3)CC2)cc1	40	2
Cc1ccc(C)c(C(=O)CC2(O)C(=O)N(C)c3ccccc32)c1 (centres undefined)	-1	-6
Nc1ncnc2nc(Sc3c([N+](=O)[O-])cc(Br)c4nsnc34)[nH]c12	10	-2
Cc1ccc(CC(=O)Nc2cc(-c3ccc(C)s3)no2)cc1	-14	1
Cc1ccnc(OCC(=O)NCCN2CCOCC2)n1	-13	-4
OCc1nc2ccc(-c3nc4ccccc4[nH]3)cc2[nH]1	11	0

# Reprinted from the entries so far (five entries):
molecule	mHTT CaM bind	Pf apPOL block
Cc1ccc(C)c(C(=O)CC2(O)C(=O)N(C)c3ccccc32)c1 (centres undefined)	-1	-6
Nc1ncnc2nc(Sc3c([N+](=O)[O-])cc(Br)c4nsnc34)[nH]c12	10	-2
Cc1ccc(CC(=O)Nc2cc(-c3ccc(C)s3)no2)cc1	-14	1
Cc1ccnc(OCC(=O)NCCN2CCOCC2)n1	-13	-4
OCc1nc2ccc(-c3nc4ccccc4[nH]3)cc2[nH]1	11	0

# The listing continues:
molecule	mHTT CaM bind	Pf apPOL block
O=C(NC(n1cnc2c(N3CCOCC3)ncnc21)C(Cl)(Cl)Cl)c1ccccc1 (centres undefined)	9	-5
Cc1ccc(S(=O)(=O)N2CCC(c3nc(C(=O)N4CCOCC4)c(C)o3)CC2)cc1	-2	-8
NNC(=O)c1ccc(F)c(F)c1	.	-7
CN(C)CCCNS(=O)(=O)c1ccc(F)cc1	-7	.
Cc1ccc(-n2nc3c(c2NC(=O)c2ccccc2[N+](=O)[O-])CS(=O)(=O)C3)cc1	4	-4
O=C(Nc1ccc(N2CCCN(C(=O)C3CC3)CC2)cc1)c1cc(-c2cccs2)[nH]n1	39	-2
N#C/C(C(=O)c1ccccc1)=C1/CCCN1	-5	-10
COc1ccc(Cl)cc1/C=C/c1ccc2cccc(O)c2n1	52*	-7
Cc1ccc2cccc(SCc3nc(N)nc(Nc4ccccc4)n3)c2n1	61*	-12
Cc1ccc(OCCSc2ncnc3ccccc23)cc1	-27	-8
COc1cc(OC)c(OC)cc1/C=C1\N=C(c2cccc(C)c2)OC1=O	8	5
O=C(NCc1cccc(F)c1)C1Cc2ccccc2N2CCSCC12 (centres undefined)	2	-1
O=C(c1cc(-c2ccccc2F)no1)N1CCCC1c1cccc(F)c1 (centres undefined)	-25	0
O=[N+]([O-])c1ccc(CSc2nnc3c(n2)[nH]c2ccccc23)cc1	0&0	-5&-3
CC(C)Sc1cccc(-c2nnc(NC(=O)c3cc(-c4ccco4)on3)o2)c1	37	-48
O=c1c2ccccc2nc2n1CCc1c-2[nH]c2ccccc12	.	7&-9
CCCC(=O)Nc1cnc(-c2ccc(C)cc2)nc1	1	0
O=C(CC(NCCN1CCOCC1)C(=O)O)Nc1cccc([N+](=O)[O-])c1 (centres undefined)	-2	-2
Cc1cc(-c2ccc(C)c(S(=O)(=O)N3CCC(N4CCCCC4)CC3)c2)on1	-10	-2
c1cncc(-c2csc(NCc3ccco3)n2)c1	9	-16
COc1ccc(CN(C(=O)c2cccc(Cl)c2)C2CCS(=O)(=O)C2)cc1 (centres undefined)	-15	2
COc1cccc(NC(=O)CN2C(=O)C3CCCN3C(=O)c3ccc(F)cc32)c1 (centres undefined)	4	-7
CC(NC(=O)C1CCN(c2ncnc3c2nc2n3CCCCC2)CC1)c1ccccc1 (centres undefined)	10	-6
CN(C(=O)c1cc2n(n1)C(C(F)(F)F)CC(c1cccs1)N2)C1CCCCC1 (centres undefined)	39	-4
CC(=O)c1cccc(NC(=O)N2CCCC3(C2)Nc2ccccc2NC3=NC(C)(C)C)c1 (centres undefined)	27	4
CC(CS(=O)O)C(=O)NCc1ccccc1 (centres undefined)	-1	-2
COc1ccc(NC(=O)N2CCC3(CC2)NC(=O)c2cc(Cl)ccc2N3C)cc1	5	-5
Cc1cccc(C)c1NC(=O)CCCCCN1C(=O)c2cccc([N+](=O)[O-])c2C1=O	6	6
COc1cc2c(c(OC)c1OC)C(c1ccc(C)cc1)CC(=O)O2 (centres undefined)	3	-4
O=C(Nc1ccncc1)c1cc(-c2ccccc2)nc2ccccc12	-1	-3
O=C(NC1CCN(C(=O)c2cc(-c3ccc(Cl)cc3)oc2C(F)(F)F)CC1)c1ccccc1	.	-3
COc1ccc2c(c1OC)C(=O)N(c1cccc(Cl)c1)C2=O	2	1
O=C(Nc1ccccc1F)c1ccnc(N2CCC(C(=O)NCc3ccc(F)cc3)CC2)c1	7	-1
CCN(CC)c1ccc(NC(=O)OC)cc1	45	-2
Cc1c(C)c(C)c(C(=O)c2ccccc2C(=O)NCc2cccnc2)c(C)c1C	.	18
COc1ccc(C=C2Oc3cc(OC(=O)C(C)(C)C)ccc3C2=O)cc1	-8	-2
COc1cc(-c2c(C#N)c(N)nc3sc(C(N)=O)c(N)c23)cc(OC)c1OC	65*	-5
Cc1nnc(NCCc2ccccc2)[nH]c1=O	-3	-9
Cc1cc(C)cc(C(=O)N2CCCC(C(=O)NCc3ccccn3)C2)c1 (centres undefined)	-1	3
CCOc1ccccc1NC(=O)C12CCC(C)(C(=O)C1)C2(C)C (centres undefined)	-6	-7
O=C(O)C1CCN(c2ccc(C(F)(F)F)cn2)CC1	.	-64
O=C(NC1CCCCCC1)C1CCN(c2cc(N3CCSCC3)ncn2)CC1	0	2
Cc1ccc(F)c(N2CCN(C(=O)C3CCC3)C(C)C2=O)c1 (centres undefined)	-3	-4
O=C(Nc1cc(Cl)cc(Cl)c1)c1ccc(N2C(=O)CCC2=O)cc1	-17	-4
O=C(c1ccsc1)N1CCC(c2nc(-c3ccncc3)n[nH]2)CC1	1	6
C=CCn1cnc2c1c(=O)n(C1CC1)c(=O)n2-c1ccc(F)cc1	0	1
COc1ccc2oc(=Nc3ccc(C(C)=O)cc3)c(C(N)=O)cc2c1	4	0
CCN1CCN(C(=O)C2COC3(CCC(C)CC3)N2C(=O)c2ccc(F)cc2)CC1 (centres undefined)	3	1
CC(C)(C)c1cc(NC(=O)CSCc2ccccc2)n(CCO)n1	-19	-9
Cc1ccccc1C(=O)NCCC1CCN(C(=O)NC2CCCCC2)CC1	-7	-4
O=C(CSc1cc(NCc2ccccc2Cl)ncn1)NC1CCCC1	-4	-3
O=C(Nc1ccc(F)cc1F)C1CCCN(C(=O)c2cccc(C(F)(F)F)c2)C1 (centres undefined)	33	-2
CCCNc1cc(N2CCCC(CCC(=O)N3CCN(c4ccccn4)CC3)C2)ncn1 (centres undefined)	8	-2
CCN1CCN(C(=O)CCCc2ccccc2)CC1	-2	1
O=C(CN1CC(c2nc(-c3cccs3)no2)C1)N1CCc2ccccc21	2	-5
Cc1ccc(F)c(NC(=O)C2CCc3sc(C(=O)N(C)C)cc3C2)c1 (centres undefined)	-1	0

# Next section.
molecule	mHTT CaM bind	Pf apPOL block
CC(C)(C)Sc1ccc(SC#N)s1	3	6
Cc1ccc(S(=O)(=O)N(C)c2c(C)ccc(S(=O)(=O)NCCO)c2C)cc1	-3	-15
CN(CC#N)C(=O)C1=CCN(C(=O)NC(C)(C)C)CC1	-2	-2
O=C1NC(=O)/C(=C/c2cccc(Br)c2)S1	-2	0
Cc1ccccc1C(=O)Nc1nnc(-c2ccco2)s1	2	-1
CCc1ccc(NC(=O)c2ccc(OC)c(Br)c2)cc1	-6	-1
COCCOC(=O)Nc1nc2ccc(OC)cc2s1	-1	-9
Cc1cc(I)cc(C)c1NC(=O)COc1ccc(Cl)cc1	-7	-3
Cc1cc(C(=O)NCC2CCCO2)c2cccc(C)c2n1 (centres undefined)	-1	0
CCN1C(=O)C(=Cc2cc(OC)c(OC)cc2C)NC1=S	2	-3
O=C(NC1CC1)c1nc(-c2ccc(N3CCCCCC3)cc2)no1	-6	2
Cc1ccc(O)c(CNC2CCN(c3ccc(C(=O)Nc4cccc(F)c4)cn3)C2)c1 (centres undefined)	9	-3
O=C(c1cc2n(n1)CCCN(Cc1ccc(F)cc1)C2=O)N1CCC2(CC1)OCCO2	-2	-2
CCOc1ccc2cc(-c3nnc(-c4cccc(Br)c4)o3)c(=O)oc2c1	-5	-1
O=C(c1ccc(Cl)cc1)N(c1ccccc1)C1C=CS(=O)(=O)C1 (centres undefined)	-6&2	-4&0
Cc1ccc(-n2c(SCC(=O)Nc3cccc(C)c3C)nc3c(c2=O)SCC3)cc1	-5	-11

# A run of entries of the results above, for reference:
molecule	mHTT CaM bind	Pf apPOL block
Cc1ccccc1C(=O)NCCC1CCN(C(=O)NC2CCCCC2)CC1	-7	-4
O=C(CSc1cc(NCc2ccccc2Cl)ncn1)NC1CCCC1	-4	-3
O=C(Nc1ccc(F)cc1F)C1CCCN(C(=O)c2cccc(C(F)(F)F)c2)C1 (centres undefined)	33	-2
CCCNc1cc(N2CCCC(CCC(=O)N3CCN(c4ccccn4)CC3)C2)ncn1 (centres undefined)	8	-2
CCN1CCN(C(=O)CCCc2ccccc2)CC1	-2	1
O=C(CN1CC(c2nc(-c3cccs3)no2)C1)N1CCc2ccccc21	2	-5
Cc1ccc(F)c(NC(=O)C2CCc3sc(C(=O)N(C)C)cc3C2)c1 (centres undefined)	-1	0
CC(C)(C)Sc1ccc(SC#N)s1	3	6
Cc1ccc(S(=O)(=O)N(C)c2c(C)ccc(S(=O)(=O)NCCO)c2C)cc1	-3	-15
CN(CC#N)C(=O)C1=CCN(C(=O)NC(C)(C)C)CC1	-2	-2
O=C1NC(=O)/C(=C/c2cccc(Br)c2)S1	-2	0
Cc1ccccc1C(=O)Nc1nnc(-c2ccco2)s1	2	-1
CCc1ccc(NC(=O)c2ccc(OC)c(Br)c2)cc1	-6	-1
COCCOC(=O)Nc1nc2ccc(OC)cc2s1	-1	-9
Cc1cc(I)cc(C)c1NC(=O)COc1ccc(Cl)cc1	-7	-3
Cc1cc(C(=O)NCC2CCCO2)c2cccc(C)c2n1 (centres undefined)	-1	0
CCN1C(=O)C(=Cc2cc(OC)c(OC)cc2C)NC1=S	2	-3
O=C(NC1CC1)c1nc(-c2ccc(N3CCCCCC3)cc2)no1	-6	2
Cc1ccc(O)c(CNC2CCN(c3ccc(C(=O)Nc4cccc(F)c4)cn3)C2)c1 (centres undefined)	9	-3
O=C(c1cc2n(n1)CCCN(Cc1ccc(F)cc1)C2=O)N1CCC2(CC1)OCCO2	-2	-2
CCOc1ccc2cc(-c3nnc(-c4cccc(Br)c4)o3)c(=O)oc2c1	-5	-1
O=C(c1ccc(Cl)cc1)N(c1ccccc1)C1C=CS(=O)(=O)C1 (centres undefined)	-6&2	-4&0
Cc1ccc(-n2c(SCC(=O)Nc3cccc(C)c3C)nc3c(c2=O)SCC3)cc1	-5	-11

# Other compounds follow.
molecule	mHTT CaM bind	Pf apPOL block
Cc1ccc(N2CC(C(=O)NCc3[nH]nc4ccccc34)CC2=O)cc1 (centres undefined)	-1	-5
CCOc1ccc(-c2cc(C(=O)O)c3[nH]c(C)nc3n2)cc1	-6	7
COc1ccccc1NC(=O)CNC(=O)c1cn(-c2ccccc2OC)c(=O)c2ccccc12	19	-5
Cc1ccc(Sc2c(C)n[nH]c2C)cc1	-16	1
O=S(=O)(c1cccc2cccnc12)N1CCN(c2ccccn2)CC1	-4	-9
O=C(NCc1cccc(F)c1)c1cccc(C2CCCN(C(=O)Nc3ccccc3)C2)c1 (centres undefined)	12	-2
COc1ccc(OC2CCN(S(=O)(=O)c3ccc(OC)c(OC)c3)CC2)cc1	-6	-8
CCCCNC(=O)CN1C(=O)NC2(CCC(C)CC2)C1=O (centres undefined)	-5	-5
O=C(c1ccsc1)N1CCC(CCOc2ccc(F)cc2)CC1	-11	-4
O=[N+]([O-])c1ccccc1C=Nc1ccc(S(=O)(=O)Nc2nccs2)cc1	5	4
O=C(NC1CCCCC1)C1CC(=O)N(CCc2c[nH]c3ccc(F)cc23)C1 (centres undefined)	4	-4
Cc1ccc2c(c1)N(Cc1ccccc1C)N=C(C(=O)N1CCCCC1)S2(=O)=O	1	-2
CC1(O)CCN(Cc2cccc(F)c2F)CC1N1CCCC1 (centres undefined)	12	0
O=C(c1ccc(Cl)cc1)N1CCCC2(C1)NC(=O)N(Cc1ccc(Cl)cc1)C2=O (centres undefined)	1	0
Cc1cc(Sc2ncnc(N)c2[N+](=O)[O-])ncn1	18	2
CCN(CC)c1cc(C)nc(NCc2ccccc2)n1	-1	-9
Cc1ccc(S(=O)(=O)NC(=O)c2cccc([N+](=O)[O-])c2)cc1	4	-11
Cc1noc(-c2nn(C)c3c2CN(S(C)(=O)=O)CC3)n1	1	-1

# Screening results (PubChem BioAssay)
